BRCT PPI green: blocks human BRCA1 BRCT binding to phosphopeptide, green readout | P38398 | BRCA1 BRCT-phosphopeptide binding, green fluorescence polarization | Potency, µM (top dose mostly 76.9 µM), for inactives: top-dose activity change, negative = inhibition, usual class: inhibitors | 0.05% of 75,000 active;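 further: potency means the concentration at half of the fitted maximal effect; plate controls were peptide without protein for full effect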
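Compounds were incubated for 12 min at room temperature with a complex of 100 nM fluorescein-tagged pBACH1 decapeptide and 250 nM His-tagged BRCT protein. Buffer was phosphate pH 7.3 with EDTA, DTT and Tween 20. Disruption of binding lowers the polarization signal.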
HEK293 cAMP ctrl: counter-screen for TSHR agonists: cAMP increase in parental HEK293; Potency, µM (titrated, usually from 57.1 µM), without a hit: top-dose activation, most hits filed as activators; parental HEK293 CNG cAMP sensor, membrane potential fluorescence; 2.5% of 73,000 active; further: potency means the concentration at half of the fitted maximal effect; % of control where 0% means no effect; nearly all actives have a fitted effect of over 55% in size
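Counterscreen for endogenous-receptor signalling: CNG-channel HEK 293 cells report cAMP rise by membrane depolarization. After 60 min dye equilibration with 100 uM RO 20-1724, compounds incubated 30 min before bottom-read fluorescence at 590 nm.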
ERK AVP block: blocks ERK signaling stimulated by vasopressin; HEK293-V1b, vasopressin-stimulated pERK AlphaScreen; Potency, µM (titrated, usually from 57.5 µM), for inactives: at the top dose activity, negative = inhibition, actives largely listed as inhibitors; 0.99% of 72,000 active; AID 995; further: potency means the concentration at half of the fitted maximal effect; on the % scale 0 is the no-effect control and ±100 the full control effect; nearly all actives have a fitted effect of over 55% in size
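Phosphorylated ERK1/2 detected via AlphaScreen bead proximity in lysates of V1b-expressing HEK293 cells given 25 nM vasopressin for 5 min after 30 min compound exposure (37 °C). AC50 from Hill equation; basal DMSO 0%, vasopressin 100%.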
BRCT PPI red: inhibitors of human BRCA1 BRCT-phosphoprotein interaction (red fluorophore); BRCT-phosphopeptide binding, red fluorescence polarization; Potency, µM (highest dose often 76.9 µM), inactives show at the top dose activity change, negative = inhibition, hits mostly inhibitors; P38398; AID 892; 0.03% of 75,000 active; further: on the % scale 0 is the no-effect control and ±100 the full control effect
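Fluorescence polarization: 100 nM His-tagged BRCA1 BRCT with 100 nM TAMRA-labelled phospho-BACH1 decapeptide, phosphate buffer pH 7.3 with 150 mM NaCl, DTT, 0.01% Tween 20; 12 min RT. Binding inhibition seen as FP decrease.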
Luciferase inh: blocks Photinus pyralis firefly luciferase activity | 2.2% of 72,000 active | purified firefly luciferase, luminescence, 8 min | AID 411 | Potency, µM (titrated, usually from 57.1 µM), for inactives: at the highest dose activity change, negative = inhibition, hits mostly inhibitors; further: potency means the concentration at half of the fitted maximal effect; on the % scale 0 is the no-effect control and ±100 the full control effect; nearly all actives have a fitted effect of over 40% in size
Target sequence (P08659 whole entry, looked up): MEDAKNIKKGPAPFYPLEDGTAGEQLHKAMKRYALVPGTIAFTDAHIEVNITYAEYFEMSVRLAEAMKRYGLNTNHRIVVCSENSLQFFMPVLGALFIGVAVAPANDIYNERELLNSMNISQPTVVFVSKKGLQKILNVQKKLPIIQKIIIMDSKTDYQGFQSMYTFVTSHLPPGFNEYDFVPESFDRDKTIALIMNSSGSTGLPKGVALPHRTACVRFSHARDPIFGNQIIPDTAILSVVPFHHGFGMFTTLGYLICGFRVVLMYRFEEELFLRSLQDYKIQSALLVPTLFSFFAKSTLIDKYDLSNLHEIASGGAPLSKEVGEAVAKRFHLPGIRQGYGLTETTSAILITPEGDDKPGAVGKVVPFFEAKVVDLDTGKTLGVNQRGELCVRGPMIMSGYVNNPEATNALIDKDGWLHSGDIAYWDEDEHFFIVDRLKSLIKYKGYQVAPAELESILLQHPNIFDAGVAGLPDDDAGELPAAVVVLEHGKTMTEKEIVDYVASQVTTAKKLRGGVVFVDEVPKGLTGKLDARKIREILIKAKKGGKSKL
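Luminescence read-out after 8 min at room temperature; enzyme reaction used luciferin plus 10 uM ATP (linear range) in imidazole buffer pH 7.2 with KCl, MgCl2, Tween 20 and BSA. Each sample was run as a titration.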
Tau filament bind: tau filament binding; P10636; Potency, µM (highest dose often 57.1 µM), for the others: at the highest dose activity change, negative = inhibition; 2% of 71,000 active; recombinant tau filaments, thioflavin S fluorescence, 15 h; filaments grown with octadecylsulfate alongside compound;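 further: potency means the concentration at half of the fitted maximal effect; on the % scale 0 is the no-effect control and ±100 the full control effect; actives lower thioflavin S fluorescence by blocking filaments or displacing dye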
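His-tagged recombinant human tau (exons 2, 3, 10; 1 uM final) fibrillized with 30 uM sodium octadecylsulfate, 15 h at 37 C, in pH 7.4 HEPES buffer with 10 uM thioflavine S and 5 mM DTT. Reduced ThS fluorescence (450/510 nm) marks activity.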
Casp1 inh: blocks human caspase-1 allosterically or competitively; AID 900; P29466; Potency, µM (highest dose often 57.5 µM), for inactives: at the highest dose activity change, negative = inhibition, hits mostly inhibitors; Caspase-1 enzyme, Ac-WEHD-AFC fluorogenic rate; 0.03% of 75,000 active;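 further: potency means the concentration at half of the fitted maximal effect; plate controls were vehicle for no effect and no substrate for full effect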
Target sequence (P29466 120-297 limits assumed): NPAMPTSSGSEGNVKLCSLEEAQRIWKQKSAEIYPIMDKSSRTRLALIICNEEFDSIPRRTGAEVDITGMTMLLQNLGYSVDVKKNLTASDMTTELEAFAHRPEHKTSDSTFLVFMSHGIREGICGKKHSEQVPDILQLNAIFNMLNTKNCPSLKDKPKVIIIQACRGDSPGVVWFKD
Target sequence (P29466 317-404 limits assumed): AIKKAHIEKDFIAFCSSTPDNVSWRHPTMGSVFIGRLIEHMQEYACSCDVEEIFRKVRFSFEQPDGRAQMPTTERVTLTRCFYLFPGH
A350 autofl: compound fluoresces in the Alexa 350 spectral region | Compound autofluorescence, 340/450 nm, Alexa 350 dye-equivalents; active compounds read high | max dye-equivalent concentration, M | 11% of 59,000 active; in the data active means max dye-equivalent concentration above about 10 nM; inconclusive means mostly about 1.1 nM to 9.6 nM
Caspase-7 inhib: blocks human caspase-7 allosterically or competitively; recombinant caspase-7, Ac-DEVD-AFC fluorescence rate; Potency, µM (series often up to 57.5 µM), for inactives: at the top dose activity change, negative = inhibition, most hits filed as inhibitors; 0.02% of 75,000 active; AID 889; active means well fitted inhibition curve with a large enough effect in the main read-out, with a control signal flat, not every such curve was filed as active; inconclusive means small, poorly fitted or top-dose-only effect, or a change in a side signal; further: potency means the concentration at half of the fitted maximal effect; % of control where 0% means no effect
USP2a inh: USP2a (human) protease inhibition; O75604; USP2a enzymatic assay, qHTS inhibition; Potency, µM (titrated, usually from 38.3 µM), without a hit: top-dose activity change, negative = inhibition, actives largely listed as inhibitors; 0.1% of 60,000 active;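 further: potency means the concentration at half of the fitted maximal effect; nearly all actives have a fitted effect of over 60% in size; plate controls were DMSO for no effect and NEM full inhibition control for full effect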
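USP2 core (20 nM final) was preincubated with compound for 30 min at RT in 20 mM Tris-HCl pH 8.0, 2 mM CaCl2, 2 mM beta-mercaptoethanol; Ub-PLA2 (20 nM) plus NBD C6-HPC (20 uM) then added, fluorescence read after 2.5 h.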
CRE Fsk mod: alters forskolin-stimulated CRE reporter signaling in CHO cells. CHO CRE-bla reporter (cAMP response element driving beta-lactamase), forskolin EC10, beta-lactamase ratio. Potency, µM (series often up to 38.2 µM), without a hit: at the highest dose activity change, negative = inhibition, usual class: activators. 2.5% of 71,000 active. AID 662; active means well fitted activation curve with a large enough effect in the signal ratio, with a control signal flat, not every such curve was filed as active; inconclusive means small, poorly fitted or top-dose-only effect, or effect the other way, or a change in a side signal; the % refers to the signal ratio; further: potency means the concentration at half of the fitted maximal effect; % of control where 0% means no effect
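CRE-bla CHO cells stimulated with EC10 NKH 477 (water-soluble forskolin) and compound titrations, 3 h at 37C; beta-lactamase read with CCF4 after 2 h at room temperature. Activity from 460/530 nm emission ratio, AC50 values for positive or negative modulation.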
* marks the source's active call; other numbers are inactive results; i = inactive; ? = inconclusive; . = not tested or not shown; & = joins results of further samples; [ ] = dose if it differs, or a comment. Unless noted, the call rests on the fitted dose curve; in most records, active means well fitted curve in the direction sought with a large enough effect; inconclusive means small, poorly fitted or top-dose-only effect, or another doubt; inactive means no such curve, though single readings can be large; an effect the other way counts as inactive or inconclusive.

mol | BRCT PPI green | HEK293 cAMP ctrl | ERK AVP block | BRCT PPI red | Luciferase inh | Tau filament bind | Casp1 inh | A350 autofl | Caspase-7 inhib | USP2a inh | CRE Fsk mod
COc1ccc2[nH]cc(CCNc3ncnc4ccc(-c5ccoc5)cc34)c2c1 | -1.5% | -17% | -17% | 0.1% | 0%[2.29 µM] | 11% | -4% | i | -4% | -84% | -25%
CCOC(=O)c1sc(NC(=O)COC(=O)c2ccco2)nc1C | 0.0% | 8% | -15% | -0.2% | 0% | 15% | -2% | . | 0% | 9% | 7%
O=P(C1=C(N2CCOCC2)/C(=C\c2ccccc2)CC1)(N1CCOCC1)N1CCOCC1 | -0.8% | -2% | -4% | 1.1% | 1% | 14% | 0% | ? | -2% | 10% | 7%
CSc1ncccc1C(=O)OCc1ccccc1F | -1.6% | ? | 20% | -0.2% | -3% | -9% | -1% | i | -4% | 1% | 0%
Cc1sc2nc(C3CC3)nc(N3CCN(S(=O)(=O)c4ccc(F)cc4)CC3)c2c1C | 2.2% | 11% | 0% | 0.1% | 3% | 110% | -3% | i | -2% | 18% | 7%
O=c1[nH]cnc2c1oc1ccccc12 | -0.5% | 6% | -21% | -3.4% | -2% | -3% | -1% | i | 0% | -3% | ?
COC(=O)c1ccc(NC(=O)CN2CCN(S(=O)(=O)c3cc(Cl)ccc3OC)CC2)cc1 | 0.5% | 22% | -7% | -0.4% | 1% | 9% | -1% | i | 0% | 37%[activator] | ?
CCCn1c(OC)nc2c1c(=O)n(C)c(=O)n2C | -2.9% | 9% | 2% | 1.8% | -3% | -11% | -13% | . | 0% | . | ?
Cn1c(=O)c2c(nc(N3CCOCC3)n2C)n(C)c1=O | -0.1% | -16% | . | -0.1% | . | . | 0% | . | -1% | . | .
Cc1nn(Cc2ccc(Cl)cc2)c(C)c1NC(=O)C1CC=CCC1C(=O)O (stereo unspecified) | -0.6% | -1%[2.29 µM] | 9% | -3.6% | 1% | -18% | 0% | i | 0% | -5% | ?
Cc1cc(NC(=O)CSc2nnc3c4c(C)c(C)sc4ncn23)no1 | 1.4% | 4% | 7% | 1.0% | 2% | -14% | 2% | i | -1% | 242%[activator] | ?
O=C(Nc1ccc(NC(=O)C23CC4CC(CC(C4)C2)C3)cn1)c1ccco1 | -1.8% | 0% | -5% | -0.6% | -21% | -4% | 1% | i | 0% | 63%[activator] | 1%
COc1ccc(CN(CCCN2CCOCC2)C(=O)Nc2cccc(Cl)c2)cc1OC | 0.5% | ? | -13% | 0.0% | 2% | -3% | -1% | ? | 0% | 28% | ?
COc1ccc(C(=O)N(Cc2ccco2)C(C(=O)NC2CCCC2)c2ccc(O)cc2)cc1OC (stereo unspecified) | 0.9% | 13% | 29% | -4.7% | -2% | -3% | -1% | i | 2% | 21% | -13%
O=CN1Cc2[nH]c3ccccc3c2N(c2ccc(Cl)cc2)C1=O | -0.4% | 8% | 3% | 0.5% | 1% | 1% | -6% | i | -3% | 7% | -10%
O=C(NCc1cccnc1)C1c2ccccc2C(=O)N1C1CCCCCCC1 (stereo unspecified) | -1.8% | 13% | 24% | 0.3% | -1% | 15% | 2% | i | -7% | 7% | -4%
Cc1cc(C)nc(SCNC(=O)c2ccccc2)n1 | -9.4% | -2% | 4% | -0.6% | 0% | 0% | 0% | i | -1% | 2% | 8%
CCc1nccn1S(=O)(=O)c1cc(Br)ccc1OC | -1.5% | -1% | -5% | 0.6% | -4% | 4% | 0% | . | 1% | 1% | 8%
N#CC1=C(N)C(C#N)(C#N)C2(C(=O)Nc3ccccc32)C2CCCC=C12 (stereo unspecified) | -0.2% | -11% | 11% | 0.1% | 0% | 50% | -10% | . | -6% | -4% | -16%
COc1cc(N=C(N)N=C(N)N)c2ncccc2c1 | -0.5%[15.4 µM] | 5%[11.4 µM] | -16%[11.5 µM] | -0.2%[15.4 µM] | 2%[11.4 µM] | 4%[11.4 µM] | -4%[11.5 µM] | i | 1%[11.5 µM] | . | 3%[7.6 µM]
COc1cccc(OC)c1OCCNC[C@@H]1COc2ccccc2O1 | 0.5%&-2.1% | 32µM* | ? | 0.9%&-0.8% | -1%&-2% | ? | -1%&2% | i | 4%&-2% | 15% | ?
O=C(COC(=O)c1cccc(S(=O)(=O)N2CCc3ccccc32)c1)NC1CCS(=O)(=O)C1 (stereo unspecified) | -0.2% | 1% | ? | -1.4% | -4% | 0% | -2% | i | 0% | 27% | -3%
CCc1nnc(NC(=O)C2CC(=O)N(c3ccc(C)cc3)C2)s1 (stereo unspecified) | 1.0% | 4% | 18% | 0.5% | 5% | -7% | 0% | i | -1% | 24% | -13%
c1ccc2c(c1)CCN(c1ncnc3nc[nH]c13)C2 | -0.5% | ? | . | 1.0% | 3% | 0% | -1% | . | -2% | . | ?
O=C(Cc1ccc(Cl)cc1)NCCN1CCCC1 | 0.3% | 0% | 6% | 0.2% | 0% | -18% | 2% | i | 6% | -7% | -2%
O=C(CSc1nnc(Cc2cccs2)n1Cc1ccco1)Nc1ccc(Cl)cc1Cl | 4.5% | ? | ? | 0.2% | -5% | 4% | -10% | i | -8% | 23% | -24%
COC(=O)C/C=C\[C@@H](C)[C@@H](CO)NS(=O)(=O)c1ccc(C)cc1 | -2.4%[15.4 µM] | -3%[11.4 µM] | 10%[11.5 µM] | 0.9%[15.4 µM] | 1%[11.4 µM] | . | 2%[11.5 µM] | . | 0%[11.5 µM] | . | .
O=C(NCc1cccs1)C1CCN(c2nccs2)CC1 | -2.2% | -7% | -8% | 0.6% | 1% | 1% | -2% | i | -2% | 0% | -7%
Nn1cnnc1SCC(=O)Nc1ccc2c(c1)OCCO2 | -0.9% | 3% | -4% | -0.8% | -9% | -2% | 0% | i | 1% | 8% | -2%
CCOC(=O)c1sc(=S)n(CC)c1NC(=O)C1CC1 | -3.4% | 27% | -5% | 0.6% | 2% | 7% | 0% | i | 0% | -6% | 17%
N#C/C(=C\c1ccc[nH]1)S(=O)(=O)c1ccccc1 | -1.5% | 0% | 18% | -1.4% | 1% | -15% | -1% | ? | -2% | -3% | -2%
Cc1sc(NC(=O)CCCC(=O)O)c(C#N)c1C | -3.9% | -3% | -11% | 0.9% | -6% | -3% | -3% | . | -1% | 2% | 1%
N#CC1=C(O)C(c2ccccc2)n2c1nc(=O)c1ccccc12 (stereo unspecified) | -0.8% | 10% | -3% | -0.7% | 2% | 3% | -1% | 3.1e-07M* | 7% | -4% | ?
O=C(Nc1nnc(CCc2ccccc2)s1)c1cccs1 | -1.2% | 6% | 0% | -0.7% | -7% | 51% | 0% | i | 0% | -5% | -14%
O=C(N1CCCCCC1)N1CCN(C(=O)N2CCCCC2)CC1 | -0.6% | 4% | 14% | 0.6% | 1% | -5% | 0% | i | 1% | -5% | ?
O=c1[nH]c2ccccc2n1CCCSc1cnc2ccccc2n1 | 2.2% | ? | ? | -0.1% | 2% | -14% | 0% | i | -4% | 18% | -4%
Cc1ccc(S(=O)(=O)NCC(=O)OCC(=O)N2CCc3ccccc32)cc1 | -2.5% | -6% | 3% | 0.9% | -14% | -4% | -3% | i | 0% | 0% | 0%
COCC(=O)NCCc1nc(-c2ccccc2)cs1 | -1.3% | 0% | 32%[activator] | -0.5% | -4% | 0% | -1% | i | 0% | 4% | ?
CCOC(=O)Cc1csc(NC(=O)c2ccoc2C)n1 | -0.5% | 2% | -19% | 0.4% | -8% | -3% | 1% | i | -1% | 0% | 12%
CCOC(=O)CSc1nnc(CNC(=O)Cc2ccccc2)n1-c1ccccc1OC | -5.6% | 13% | -8% | -0.8% | 1% | 3% | 1% | i | -1% | 3% | 6%
CCOC(=O)Nc1ccc2c(c1)nc(CN1CCOCC1)n2C | -2.2% | -1% | -4% | -0.4% | 3% | -3% | 1% | i | -1% | -3% | -3%
Cc1ccc(CN2C(=O)CCC2C(=O)NCCCN2CCC(C)CC2)cc1 (stereo unspecified) | -1.0% | 2% | 15% | 0.3% | -2% | 6% | 0% | i | 0% | 7% | -8%
COc1ccc(N=C(N(C)C)P(=O)(N(C)C)N(C)C)cc1 | -3.0% | 1% | 11% | 0.8% | 3% | -1% | 3% | i | 1% | -1% | -11%
O=C1CC(C(=O)NCc2ccccc2)C2(CCCC2)O1 (stereo unspecified) | -1.3% | 25% | -29% | 0.3% | 0% | 0% | 1% | i | 0% | -7% | -4%

Assay outcomes from PubChem.

The order is random; about 16% have a hit in one of these screens.
